# CHRM5 antagonist – CHRM5 antagonism in calcium assay; P08912; CHO-hM5 cells, Fluo-8 calcium fluorescence, ACh EC80; inhibition, % at 3 µM; 0.59% of 360,000 active; AID 624040;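 active = inhibition above a per-plate cutoff, the mean of that plate's test compounds plus 3 SD, cut at about 27% in these data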;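 also: 0% = acetylcholine EC80 with DMSO and 100% = DMSO without agonist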
# CHRM5 PAM – CHRM5 positive allosteric modulation; P08912; CHO-K1 hM5, Fluo-8 calcium, ACh EC20 PAM; 0% = ACh EC20, 100% = ACh EC100; activation, % at 3 µM; 0.3% of 360,000 active; AID 624038;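 active = activation above the run cutoff, the mean activation of all test compounds plus 3 SD, cut at about 18% in these data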
#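 Test system: CHO-K1 hM5 cells / Doses: single-point, 3 µM nominal / Times: Post-acetylcholine fluorescence recording 140 s / Technique: Fluo-8 calcium fluorescence / Measure: Max/basal fluorescence ratio as % of EC20–EC100 ACh window / Benchmarks: low control EC20 acetylcholine (0%), high control EC100 acetylcholine (100%) / Replicates: one well per compound, no replicates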
# CRFR2-BP ag – CRF-BP/CRF-R2 complex agonism; activation, % at 13.2 µM; HEK293 CRF-R2/CRF-BP, calcium dye fluorescence (FLIPR); percent of saturating CRF peptide response; 0.46% of 350,000 active; AID 588473;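 active = activation of at least 50%, plus an integration ratio under a set limit after plate pattern correction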;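 also: plate controls were neutral control wells without compound for no effect and CRF at EC100 for full effect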
# M1 PAM – potentiates human M1 receptor response to acetylcholine | P11229 | CHO-K1 hM1, Fluo-8 calcium fluorescence, ACh EC20; 0% = ACh EC20, 100% = maximal ACh | activation, % at 3 µM | 0.088% of 360,000 active; in the data active = activation above about 19%, passing the limit was not always enough
# Target sequence (P11229 whole entry, looked up): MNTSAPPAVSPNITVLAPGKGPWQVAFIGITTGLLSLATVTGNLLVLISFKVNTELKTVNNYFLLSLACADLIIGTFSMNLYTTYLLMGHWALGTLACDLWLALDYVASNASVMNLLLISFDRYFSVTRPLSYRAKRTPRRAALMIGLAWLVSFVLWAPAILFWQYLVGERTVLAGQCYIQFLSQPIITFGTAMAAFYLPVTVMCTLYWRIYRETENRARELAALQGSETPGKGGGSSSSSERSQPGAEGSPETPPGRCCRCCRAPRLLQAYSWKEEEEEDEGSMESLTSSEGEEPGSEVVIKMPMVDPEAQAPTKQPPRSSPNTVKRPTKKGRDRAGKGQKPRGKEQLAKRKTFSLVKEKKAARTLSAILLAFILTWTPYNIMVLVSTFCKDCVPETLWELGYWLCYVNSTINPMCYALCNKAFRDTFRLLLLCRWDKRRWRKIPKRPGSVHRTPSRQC
# M4 ag – agonists of human muscarinic M4 receptor (CHRM4) | P08173 | CHO-K1 hM4/Gqi5, Fluo-8 calcium fluorescence; vehicle 0%, full acetylcholine response 100% | activation, % at 3 µM | 0.14% of 360,000 active | AID 624127;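 active = activation above the run mean over all test wells plus 3 SD, cut at about 32% in these data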;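 also: peak over basal fluorescence ratio per well then scaled between controls; 0% = DMSO wells and 100% = acetylcholine at EC100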
# Target sequence (P08173 whole entry, looked up): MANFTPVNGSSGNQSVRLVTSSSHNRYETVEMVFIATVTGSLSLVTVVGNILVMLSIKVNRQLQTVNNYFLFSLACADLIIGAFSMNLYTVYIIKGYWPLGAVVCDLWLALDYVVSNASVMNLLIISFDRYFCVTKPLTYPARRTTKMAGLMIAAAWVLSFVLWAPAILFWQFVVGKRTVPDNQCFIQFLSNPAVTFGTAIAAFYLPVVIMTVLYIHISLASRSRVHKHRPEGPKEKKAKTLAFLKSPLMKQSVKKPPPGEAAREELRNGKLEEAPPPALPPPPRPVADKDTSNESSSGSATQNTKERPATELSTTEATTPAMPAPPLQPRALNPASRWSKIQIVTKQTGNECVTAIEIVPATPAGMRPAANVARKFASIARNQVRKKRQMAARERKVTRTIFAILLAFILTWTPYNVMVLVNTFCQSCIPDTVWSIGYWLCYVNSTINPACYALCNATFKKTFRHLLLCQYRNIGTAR
# M4 antag – antagonists of human muscarinic M4 receptor (CHRM4); P08173; CHO-hM4 cells, ACh EC80, Fluo-8 calcium fluorescence; inhibition, % at 3 µM; 0.73% of 360,000 active; AID 624125;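 active = inhibition above its plate's cutoff, the mean inhibition of sample wells plus 3 SD, cut at about 27% in these data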;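 also: 0% = acetylcholine EC80 with DMSO and 100% = DMSO without agonist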
# CHRM5 agonist – CHRM5 agonism in calcium assay; CHO-K1 hM5 cells, Fluo-8 calcium fluorescence; 0% DMSO wells, 100% maximal acetylcholine response; activation, % at 3 µM; 0.19% of 360,000 active; AID 624037;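 active = activation above the run's mean over test compounds plus 3 SD, cut at about 23% in these data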;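 also: signal is peak over basal fluorescence ratio across the kinetic read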
# CHRM1 antagonist – blocks human M1 muscarinic receptor | P11229 | CHO-K1 hM1, Fluo-8 calcium fluorescence, ACh EC80 antagonist | inhibition, % at 3 µM | 1.3% of 360,000 active | AID 588852;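 active = percent inhibition above its own plate's cutoff, namely the mean of that plate's compound wells plus 3 SD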;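 also: peak over basal fluorescence ratio during 140 s after agonist addition; 0% = ACh EC80 plus DMSO and 100% = DMSO alone without agonist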
# M4 PAM – potentiates acetylcholine response at human M4 receptor. P08173. 0.4% of 360,000 active. activation, % at 3 µM. CHO-K1 hM4/Gqi5, Fluo-8 calcium fluorescence, ACh EC20; 0% = ACh EC20, 100% = maximal ACh;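 active = activation above its plate's cutoff, the mean activation of sample wells plus 3 SD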; also: some results filed as inactive read as strong as hits
# * = called active by the depositor; nt = not tested or not shown.
SMILES,CHRM5 antagonist,CHRM5 PAM,CRFR2-BP ag,M1 PAM,M4 ag,M4 antag,CHRM5 agonist,CHRM1 antagonist,M4 PAM
C[C@H](CO)N1C[C@H](C)[C@H](CN(C)C(=O)OCc2ccccc2)OCc2cnnn2CCCC1=O,1,1,-0.9,0,0,7,0,-4,0
CCc1cccc(OCC(=O)N(C)CC(=O)Nc2cccc(F)c2)c1,2,-4,-0.8,6,3,1,2,0,1
C=CCOc1c(OC)cc(/C=N/Nc2cccc(C(=O)O)c2)c(Br)c1Br,-1,4,-0.4,11,-2,-3,-4,-3,14
CCCCN1C2=C(C(=O)CCC2)C(c2ccc(Cl)c(Cl)c2)C2=C1c1ccccc1C2=O (centres undefined),-5,1,-0.8,6,1,0,-2,-8,8
CCC(NS(=O)(=O)c1cnn(CC)c1)c1ccccc1 (centres undefined),-2,4,-1.6,10,0,6,-1,-9,-4
CNC(=O)/C=C1\NC(C)(C)Cc2c1ccc1ccccc21,5,2,2.8,8,-2,-12,0,-16,2
Cc1occc1C(=O)NCc1ccccn1,11,2,-0.6,6,0,3,-5,-7,1
CCOc1ccc(-n2cnnn2)cc1S(=O)(=O)NCCc1ccc(OC)c(OC)c1,10,-6,-0.2,-1,1,-2,-1,4,10
CN1CCc2c(sc3nc(NN)n(-c4ccc(Cl)cc4)c(=O)c23)C1,21,-4,9.2,22,0,9,-3,-19,-4
COc1ccccc1C(=O)N=Nc1c(O)[nH]c2ccc([N+](=O)[O-])cc12,7,-6,0.8,-5,1,0,0,3,-7
COCCn1nnnc1C(c1cccs1)N1CCN(c2nc3ccccc3s2)CC1 (centres undefined),4,-6,-1.0,-6,7,13,0,5,-10
COc1cccc(CNC(=O)CCS(=O)(=O)c2ccc3c(c2)NC(=O)C(C)S3)c1 (centres undefined),-23,18,-2.6,16,12,-4,3,-1,-2
c1ccc2c(c1)Cc1ccccc1O2,-4,-1,-2.6,-4,2,-8,-1,-9,-1
COC(=O)c1[nH]c2cc(OC)ccc2c1NC(=O)CN1CCC(C(N)=O)(N2CCCCC2)CC1,6,-1,-1.9,13,2,-14,1,-47,6
O=C(O)c1cc2cccc(S(=O)(=O)N3CCOCC3)c2cc1O,1,-5,-0.2,4,1,-2,-5,-1,1
CSc1nnc(C2CCCN2)n1C (centres undefined),3,4,0.4,3,0,1,-3,0,5
CCON1C(=O)CN(C(=O)OC)C1c1ccc(Cl)cc1Cl (centres undefined),3,-6,1.1,3,1,-5,-1,0,-2
Cc1ccc(/C=C/C(=O)O)cc1S(=O)(=O)NCc1cccnc1,8,3,-2.0,11,0,2,-1,-12,8
CC(C)C(=O)Nc1cccc(NC(=O)c2ccc(Cl)cc2Cl)c1,-7,1,0.1,10,2,0,-2,-7,-2
Clc1ccc(-c2nnc(COc3ncnc4sccc34)o2)cc1,5,-2,4.7,5,2,-2,0,-2,0
O=[N+]([O-])c1c(N2CCN(CCO)CC2)nc2ccccn12,6,-4,-0.6,4,0,3,-3,-3,2
Nc1c(C(=O)CSc2n[nH]c(-c3ccccc3Br)n2)c(=O)[nH]c(=O)n1C1CC1,0,-1,0.7,-6,0,0,0,11,1
Cc1cc(C)n2nc(SCC(=O)N(C)C3CCCCC3)nc2n1,2,1,0.0,1,2,-7,1,1,-1
O=C(Cn1nc(C(=O)O)c2ccccc2c1=O)Nc1ccc(F)cc1,7,-2,-0.2,2,4,2,-1,-1,0
CCOC(=O)C1=C(CS(=O)(=O)c2ccccc2)NC(=O)NC1c1ccccc1OCC (centres undefined),2,-3,-0.8,3,1,-2,4,-4,2
# Going on with the list:
SMILES,CHRM5 antagonist,CHRM5 PAM,CRFR2-BP ag,M1 PAM,M4 ag,M4 antag,CHRM5 agonist,CHRM1 antagonist,M4 PAM
Cc1ccc(-c2nn3c(C)nnc3c3ccccc23)cc1S(=O)(=O)NCc1ccco1,1,2,0.8,1,1,1,1,-7,5
Cn1c(=O)[nH]c(=O)c2c1nc(N1CCCCCC1)n2CCCSc1nc2ccccc2o1,-2,1,-7.2,8,0,-5,-4,-17,4
CCOC(=O)C1CCN(Cc2c(C(=O)N3CCOCC3)nc3c(C)cccn23)CC1,-12,-4,1.9,16,2,-16,-4,-16,2
CCc1nnc(NC(=O)C2c3ccccc3Oc3ccccc32)s1,-5,-9,5.3,-19,7,-5,-3,37*,-1
O=C(COC(=O)c1ccc(O)cc1)c1ccc(S(=O)(=O)N2CCCCC2)cc1,10,-15,7.1,-12,10,10,5,16,-6
COC(=O)c1ccc(/C=C/C(=O)c2ccc(OC)cc2)cc1,2,-2,-0.6,7,17,4,-3,-5,0
CCOC(=O)c1ccc(N2C(=O)CC(N3CCC(O)(c4ccc(Br)cc4)CC3)C2=O)cc1 (centres undefined),-8,-6,0.5,3,3,-6,4,-1,3
COc1ccc(C(=O)Oc2cc(C(=S)N3CCOCC3)ccc2OC)cc1,2,-1,-2.1,2,1,-8,-2,-4,-6
CCC1CCCCN1CCCNC(=O)C1CCC(Cn2c(=O)[nH]c3ccccc3c2=O)CC1 (centres undefined),-8,4,5.7,3,0,-19,-5,-7,15
Cc1ccc(S(=O)(=O)N2CCC(C(=O)OCC(=O)N3CCCC(C)C3)CC2)cc1C (centres undefined),1,-4,-0.7,8,1,-13,-1,-9,8
CC(NC(=O)COC(=O)COc1cccc2c1OC(C)(C)C2)c1ccccc1 (centres undefined),7,3,-0.7,8,2,5,-3,-8,-1
CC(=O)c1cccc(-c2ccnc3c2CC(C(=O)NCc2ccc(F)c(F)c2)O3)c1 (centres undefined),-5,-1,nt,2,6,-10,1,-11,-3
COc1ccc(Cn2ccnc2SCC(=O)Nc2ccc(F)cc2F)cc1,1,-2,-1.0,-5,3,-9,0,3,-3
CCCN1CCN(C(=O)C2CCN(S(=O)(=O)c3ccc4c(c3)NC(=O)C(C)S4)CC2)CC1 (centres undefined),4,2,-0.5,-1,2,-3,-7,0,-3
COc1ccc(OC)c(N(CC(=O)Nc2ccc(NC(C)=O)cc2)S(C)(=O)=O)c1,8,-3,0.4,4,1,0,2,-6,-1
Cc1cccc(N2CCN(c3nnc(C(F)(F)F)s3)CC2)c1,5,5,-0.5,8,0,-17,1,-14,17
O=C(COc1ccc(S(=O)(=O)N2CCCCC2)cc1)NCc1ccncc1,-6,0,2.5,6,1,0,0,-18,14
CCOc1ccc(CN(C)C(=O)CNC(=O)C2CCCCC2)cc1,8,3,-1.0,15,0,-10,-3,-7,-9
CCC1CCCCN1C(=O)CNCC1CCCO1 (centres undefined),4,3,-0.4,4,0,-6,1,-5,-4
O=C(C(Cl)Cl)N1c2ccccc2OCC1c1ccccc1 (centres undefined),10,-4,-3.0,-5,-3,-4,-6,4,0
COc1cccc(CNC(=O)C2CCCN(S(=O)(=O)c3ccc4c(c3)C(C)(C)C(=O)N4C)C2)c1 (centres undefined),-4,-4,-0.5,-10,7,-2,3,18,-3
COc1ccc(CCNCc2ccc(OCc3ccc(Cl)nc3)c(OC)c2)cc1OC,1,0,1.8,6,8,13,1,-7,7
Cc1ccn2c(=O)nc(SCC(=O)c3ccccc3)nc2c1,-1,-3,0.1,7,2,2,2,-8,4
O=[N+]([O-])c1ccccc1/C=C/C=N/n1c(-c2ccccc2F)n[nH]c1=S,11,-5,-0.8,1,7,4,-6,0,-8
Cc1ccc(N(CN2CCCC2=O)C(=O)c2ccccc2)cc1,6,-8,1.3,6,0,3,6,4,-1

# Six entries picked at random from the list so far, as already listed:
SMILES,CHRM5 antagonist,CHRM5 PAM,CRFR2-BP ag,M1 PAM,M4 ag,M4 antag,CHRM5 agonist,CHRM1 antagonist,M4 PAM
COc1ccc(Cn2ccnc2SCC(=O)Nc2ccc(F)cc2F)cc1,1,-2,-1.0,-5,3,-9,0,3,-3
Cc1ccc(-c2nn3c(C)nnc3c3ccccc23)cc1S(=O)(=O)NCc1ccco1,1,2,0.8,1,1,1,1,-7,5
Cc1ccc(N(CN2CCCC2=O)C(=O)c2ccccc2)cc1,6,-8,1.3,6,0,3,6,4,-1
CCCN1CCN(C(=O)C2CCN(S(=O)(=O)c3ccc4c(c3)NC(=O)C(C)S4)CC2)CC1 (centres undefined),4,2,-0.5,-1,2,-3,-7,0,-3
Cn1c(=O)[nH]c(=O)c2c1nc(N1CCCCCC1)n2CCCSc1nc2ccccc2o1,-2,1,-7.2,8,0,-5,-4,-17,4
O=C(C(Cl)Cl)N1c2ccccc2OCC1c1ccccc1 (centres undefined),10,-4,-3.0,-5,-3,-4,-6,4,0

# Compounds listed so far that contain a COOH group:
SMILES,CHRM5 antagonist,CHRM5 PAM,CRFR2-BP ag,M1 PAM,M4 ag,M4 antag,CHRM5 agonist,CHRM1 antagonist,M4 PAM
C=CCOc1c(OC)cc(/C=N/Nc2cccc(C(=O)O)c2)c(Br)c1Br,-1,4,-0.4,11,-2,-3,-4,-3,14
O=C(O)c1cc2cccc(S(=O)(=O)N3CCOCC3)c2cc1O,1,-5,-0.2,4,1,-2,-5,-1,1
Cc1ccc(/C=C/C(=O)O)cc1S(=O)(=O)NCc1cccnc1,8,3,-2.0,11,0,2,-1,-12,8
O=C(Cn1nc(C(=O)O)c2ccccc2c1=O)Nc1ccc(F)cc1,7,-2,-0.2,2,4,2,-1,-1,0

# New compounds follow
SMILES,CHRM5 antagonist,CHRM5 PAM,CRFR2-BP ag,M1 PAM,M4 ag,M4 antag,CHRM5 agonist,CHRM1 antagonist,M4 PAM
COCCOCC(O)CN1CCN(c2ccccc2)CC1 (centres undefined),-5,4,-1.7,8,1,-2,-8,-42,13
CCCOCC1CC(CCc2nc(=S)[nH][nH]2)C(=O)O1 (centres undefined),-1,-7,0.7,-1,0,8,5,8,-2
Cn1cc([C@]2(O)C(=O)Nc3ccccc32)c2ccccc21,-4,-1,nt,nt,3,5,1,nt,4
O=C(O)c1cc(NC(=O)c2ccco2)cc(NC(=O)c2ccco2)c1,2,5,3.0,11,1,-4,-2,-17,11
C=CCOc1ccc(CNc2ccc3[nH]c(=O)[nH]c3c2)cc1OC,2,3,0.7,0,2,-19,-1,-2,6
CCC(NC(=O)c1ccncc1)c1ccccc1 (centres undefined),3,9,1.3,8,1,-7,0,-13,-1
CC1(C)OC(=O)C(=Cc2ccc[nH]2)C(=O)O1,-1,-2,1.9,3,0,-4,4,-5,-5
O=C(Nc1ccccc1)O[C@@H]1C[C@H]2CCCC(=O)N3CC[C@@H](C1)[C@@H]23,13,5,-1.3,10,1,-4,-3,-10,4
